Dynein cargo inh: blocks dynein driven cargo transport along microtubules. 3617.4 mouse cells, GR-EGFP nuclear translocation imaging; test concentration mostly 20 µM; stimulated with dexamethasone, 1 µM; stronger effect = lower value. z-score, hits read low. actives 0.47% (n = 220,000);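 active means plate z-score of nuclear minus cytoplasmic receptor signal below a set negative limit, without overly bright fluorescence or cell loss, cut at about -3.5 in these data, passing the limit was not always enough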;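 further: z-score of nuclear minus cytoplasmic ring GR-EGFP intensity difference per well; some compounds called inactive have numbers as strong as hits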
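Buffer or medium – tet-free medium with charcoal-stripped serum · Signal – automated 10x imaging of fixed Hoechst-stained cells · Also added – dexamethasone agonist, 1.0 µM final, for 30 min · Incubation – induction 48 h, compound 1 h, agonist 30 min · Read-out – GR-EGFP nuclear translocation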
CSM14.1 death rescue: protection against thapsigargin-triggered cell killing – 384-well, CSM14.1, ATP luminescence, primary screen (AID 1222); cellular ATP content (survival), % at 20 µM; hits with a dose series show EC50 in µM; CSM14.1 thapsigargin-induced death rescue, ATP luminescence; higher % means a stronger effect; 190,000 tested, under 10 active;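 active means EC50 below 50 µM in the dose-response confirmation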;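 further: death triggered by thapsigargin at about 15 µM added after 2 h compound pretreatment; cell ATP read after overnight thapsigargin exposure of roughly 18 to 22 hours; normalized against plate controls of thapsigargin alone and 5% DMSO vehicle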
Autophagy HCS: autophagy modulation, high-content screen; AID 463193; calls only at 10 µM (by protocol); actives 0.98% (n = 190,000); MEF GFP-LC3 puncta imaging; test concentration mostly 10 µM;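 active means percentage of spot-positive cells more than 3 SD above its plate mean, without a fluorescence outlier flag or 80% toxicity; inconclusive means no clear call, values can overlap the other calls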;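 further: spot-positive cell cutoff set from DMSO-treated cells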
Yfh1-depleted yeast: mitochondrial function rescue without frataxin homolog – Friedreich's ataxia, plus single-dose screen, dose response (AID 1465); actives 0.074% (n = 220,000); S. cerevisiae Yfh1-off respiration, WST-1 reduction, 72 h; higher fold induction means a stronger effect; fold induction at 50 µM, or EC50 in µM where a hit was titrated;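 active means fold induction of absorbance versus untreated yeast above a set limit, then at least 30% activation at any dose in follow-up; inconclusive means repeats straddling the limit, or above it without dose testing; inactive means fold induction below the set limit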;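 further: activators that raise dye reduction in frataxin-depleted yeast; strong numbers were not always called active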
Hep lipid drop: modulators of hepatic lipid droplet formation. actives 0.4% (n = 240,000). AML12 mouse hepatocytes, oleate lipid droplets, BODIPY imaging. inhibition, % at 6.5 µM. AID 1656;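 active means lipid droplet intensity inhibited by at least 50%, with more than 500 cells counted; inconclusive means wells with under 300 cells, treated as cytotoxic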
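Material: mouse AML12 hepatocyte cell line, fixed after treatment; Timing: compound with oleate, overnight; Technique: high-content imaging of BODIPY-stained droplets and DAPI nuclei; Probe or stimulus: oleate, 100 µM final; Dosing: compound at 6.5 µM only.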
P. falciparum M1AAP: malaria alanyl aminopeptidase activity blockers – biochemical, fluorogenic H-Leu-NHMec substrate, 1536-well (AID 1445) | actives 0.42% (n = 220,000) | recombinant M1AAP, H-Leu-NHMec fluorogenic kinetic assay; higher % means a stronger effect | inhibition, % at 30 µM, or IC50 in µM where a hit was titrated;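 active means primary inhibition above the hit cutoff, then over 50% inhibition at one or more dose response concentrations, cut at about 23% in these data, passing the limit was not always enough; inconclusive means conflicting primary data, or primary hits not chosen for dose response; inactive means low primary inhibition, or under 50% at every dose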;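 further: plate controls were DMSO full reaction for no effect and no enzyme background for full effect; strong numbers were not always called active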
Ins promoter up: MIN6 insulin promoter up-regulation; MIN6 insulin promoter-GFP reporter, high-content imaging; stronger effect = higher value; z-score at 5 µM; actives 0.3% (n = 190,000);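 active means z-score above 3 at 5 µM with at least 500 cells counted in the well; inconclusive means wells under 500 cells, flagged as cytotoxic or low count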
MT stabilizer: microtubule stabilization, imaging screen | HeLa tubulin immunostaining HCS, 24 h; share of cells brighter than vehicle mean+2SD | actives 0.83% (n = 200,000) | % tubulin-high responders, % at 10 µM;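 active means plate Z-score above 3 for both tubulin-high and condensed-nucleus cell shares, with cell loss under 80%, at 10 µM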;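 further: anti alpha tubulin signal scored within the nucleus-defined area of each cell; some results filed as inactive read as strong as hits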
P. falciparum M17LAP: P. falciparum M17LAP inhibitors, primary screen, biochemical, fluorogenic H-Leu-NHMec substrate, 1536-well (AID 1619) | recombinant M17LAP, H-Leu-NHMec fluorogenic kinetic assay; higher % means a stronger effect | one-dose inhibition, % at 30 µM; IC50 in µM for titrated hits | actives 0.38% (n = 220,000);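 active means compound inhibiting the enzyme by more than half at any dose during confirmatory dose-response retesting; inconclusive means strong single-dose inhibitors picked by rank but not retested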;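 further: plate controls were full reaction with DMSO carrier for no effect and no enzyme background for full effect; strong numbers were not always called active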
Dynein cargo inh cytoplasmic EGFP: second read-out of Dynein cargo inh, no call of its own (marks repeat the call); z-score; measured here: cytoplasmic GR-EGFP intensity; stronger effect = higher value
Dynein cargo inh nuclear GR-EGFP: recorded beside Dynein cargo inh, whose call it bears; z-score; measured here: nuclear GR-EGFP intensity;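 lower value marks the stronger effect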
Dynein cargo inh cell count: further read-out of Dynein cargo inh, marked with its call; z-score; measured here: cell count per field
Ins promoter up cell count: recorded beside Ins promoter up, whose call it bears; cell count; measured here: cytotoxicity, nuclei count;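 total cells summed across four imaged fields per well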
Hep lipid drop cells 6.5 µM: also measured in Hep lipid drop; calls as there; cell count; measured here: cell count, cytotoxicity flag;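 cells counted across two imaged fields per well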
MT stabilizer Hoechst-high %: second read-out of MT stabilizer, no call of its own (marks repeat the call); % Hoechst-high responders; measured here: nuclear condensation Hoechst responders;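 share of cells brighter than vehicle mean plus two SD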
MT stabilizer cytotoxicity %: further read-out of MT stabilizer, marked with its call; toxicity, %; measured here: cytotoxicity by cell density;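 0% = mean cell density of plate MIN control wells and 100% = no cells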
Autophagy HCS cell loss 18 h: also measured in Autophagy HCS; calls as there; toxicity, %; measured here: cell loss, nuclei count;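 cell loss after 18 h compound exposure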
* marks the source's active call; other numbers are inactive results; i = inactive; ? = inconclusive; nt = no result given.

SMILES	Dynein cargo inh	Dynein cargo inh cytoplasmic EGFP	Dynein cargo inh nuclear GR-EGFP	Dynein cargo inh cell count	CSM14.1 death rescue	Autophagy HCS	Autophagy HCS cell loss 18 h	Yfh1-depleted yeast	Hep lipid drop	Hep lipid drop cells 6.5 µM	P. falciparum M1AAP	Ins promoter up	Ins promoter up cell count	MT stabilizer	MT stabilizer Hoechst-high %	MT stabilizer cytotoxicity %	P. falciparum M17LAP
COc1ccc(-c2nc(SCc3ccccc3)n(C(=O)c3ccco3)n2)cc1	0.25	-0.18	0.6	-0.27	0.2%	i	19	i	6	638	3%	-0.11	1947	4.1	2.3	8.1	3%
Cc1cc(C(F)F)n2nc(C(=O)O)nc2n1	2.4	-0.27	2	-0.91	3.4%	i	-5	i	nt	nt	9%	0.18	1212	3.9	1.2	4.2	0%
O=C(c1ccc(-c2nc3ccccc3s2)s1)N1CCOCC1	-0.12	-0.097	-0.28	0.22	-3.9%	i	13	i	1	689	11%	1.1	1537	4.3	2.1	1.1	1%
S=c1[nH]nc(COc2cccc3ccccc23)n1Cc1ccccc1	0.018	-0.22	-0.033	-0.095	nt	nt	nt	i	-25	762	-2%	0.01	997	nt	nt	nt	3%
COc1cc(C#N)c(NC(=O)CN2CCN(CCO)CC2)cc1OC	0.15	-0.31	0.34	0.9	-0.6%	i	-5	i	-4	686	0%	0.24	1171	3.3	3.3	9.1	0%
O=C(CSc1nc2ccccc2o1)c1cc2ccccc2oc1=O	2.3	0.37	1.9	-0.95	3.2%	i	6	i	7	704	10%	nt	nt	3.5	1.9	1.0	-14%
CCN(CC)CCN1C(=O)c2ccccc2NC1c1ccc(N(C)C)cc1 (centres undefined)	-0.16	-0.38	0.023	0.96	-2.4%	i	6	i	-1	836	5%	0.74	937	1.5	1.0	6.2	13%
CCn1cc(C(=O)OC)c(=O)c2cc(S(=O)(=O)N(C)C3CCCCC3)ccc21	0.55	-0.31	-0.15	-0.39	1.4%	i	-13	i	-24	721	3%	0.06	1193	2.9	2.4	7.3	2%
O=C(c1ccc(NC(=S)Nc2ccc(Cl)c(Cl)c2)cc1)N1CCCC1	-0.69	-0.16	-0.49	-0.21	-0.5%	i	-6	i	-46	621	6%	-0.82	1366	3.1	1.6	2.1	-2%
CCOCCn1c(N2CCN(c3ccc(OC)cc3)CC2)nc2c1c(=O)[nH]c(=O)n2C	-1.1	-0.23	-0.57	2.1	-2.5%	i	-10	i	2	784	-1%	-0.28	1078	1.3	1.5	7.5	5%
Cc1cc(N2CCN(C)CC2)n2nc(-c3ccc(Cl)cc3)nc2n1	-0.35	-0.25	0.24	0.24	nt	nt	nt	i	61*	711*	1%	-0.74	1010	nt	nt	nt	9%
CC(=O)Nc1ccccc1OCC(=O)NCCc1ccc(Cl)cc1Cl	0.69	-0.24	0.62	-0.28	-2.0%	i	14	i	-22	640	5%	-0.32	1418	2.7	2.3	6.5	4%
CCCNC(=O)COC(=O)/C(C#N)=C/c1cc(C)n(CCC)c1C	-0.031	-0.28	-0.088	0.1	nt	i	6	i	7	708	4%	0.25	1189	1.7	1.1	14	0%
Cc1ccc2cc(C)c(SCC(=O)NCc3ccco3)nc2c1	0.73	0.0067	-0.29	-0.34	-1.5%	i	-5	i	-19	657	-7%	-1.5	1316	2.9	2.2	17	3%
CC(C)(CSc1nncn1N)NS(=O)(=O)c1ccc(Cl)cc1	-0.42	-0.23	-0.18	0.37	1.1%	i	-8	i	2	721	-4%	0.08	1292	3.2	1.6	4.4	-2%
O=C(/C=C/c1ccc(F)cc1)NC(=S)N1CCOCC1	0.072	-0.32	0.46	-0.21	-3.0%	i	5	i	-3	633	nt	0.49	1563	1.3	0.6	0.8	nt
CN(C)/C=N/c1c(C#N)cnn1-c1ncnc2sc(-c3ccccc3)cc12	0.4	-0.024	0.57	0.41	0.3%	i	4	i	nt	nt	10%	-0.74	1218	3.4	2.7	2.5	-8%
Cn1cccc1CNC(=O)Nc1ccc(Cl)c(Cl)c1	3.6	-0.2	1.3	-1.3	-1.9%	i	8	i	nt	nt	6%	1.8	1600	3.7	1.1	4.2	13%
COc1ccc(CC(=O)Nc2ccc(-c3csc(C)n3)cc2)cc1	-0.59	-0.2	-0.14	1.7	0.7%	i	-12	i	24	765	-2%	-0.32	834	1.8	1.5	6.3	4%
CCC(=O)NC(=S)Nc1ccccc1C(=O)OC	0.54	-0.23	0.34	-0.11	1.1%	i	11	i	-12	685	3%	0.94	1485	3.9	2.0	6.4	15%
CC1=NN(C(C#N)c2cccc([N+](=O)[O-])c2)C(C)(C)C1 (centres undefined)	0.048	-0.3	0.19	-0.19	1.4%	i	-8	i	14	673	2%	-0.25	1370	3.2	2.4	3.3	10%
CC1(C)CC(=O)C2=C(C1)OC1=C(C(=O)CC(C)(C)C1)C2c1ccccc1	0.9	-0.36	0.059	-0.091	-0.9%	i	5	i	20	804	1%	-0.36	965	0.9	1.1	1.1	10%
Cc1ccccc1NC(=S)NC(=O)c1cc(-c2ccccc2)nc2ccccc12	0.6	-0.12	0.84	-1.9	-0.7%	i	16	i	nt	nt	0%	0.05	1523	2.1	1.2	6.8	-5%
COc1ccc(CNC(=O)COC(=O)C2CC3C=CC2C3)cc1 (centres undefined)	2.4	-0.17	1.2	-0.83	-0.9%	i	-65	i	2	704	0%	-0.24	1328	8.7	1.8	0.4	3%
COc1ccc(S(=O)(=O)n2nc(-c3ccc(Cl)cc3)cc2N)cc1OC	1.3	-0.39	0.77	0.91	4.1%	i	9	i	nt	nt	4%	1.3	815	5.5	2.1	8.3	-1%
Cc1ccc2cccc(S(=O)(=O)N3CCCc4ccccc43)c2n1	0.0069	-0.3	0.32	0.21	-1.6%	i	5	i	-24	761	2%	-0.58	1291	2.8	2.2	5.7	-4%
COC(=O)Cc1c(O)ccn(Cc2ccc(OC)c(OC)c2)c1=O	-0.31	-0.1	-0.017	0.71	0.9%	i	15	i	3	753	7%	0.44	1514	2.3	2.2	3.9	-3%
CC1CCCN(Cc2c(O)ccc3c2O/C(=C\c2ccco2)C3=O)C1 (centres undefined)	-0.3	-0.26	0.44	0.95	2.5%	i	1	i	8	730	11%	1.4	1316	2.7	2.3	9.1	37%
Cc1ccc(S(=O)(=O)NC(C)(C)CN2CCC(Cc3ccccc3)CC2)cc1	0.16	-0.22	0.091	0.21	nt	nt	nt	i	1	712	-2%	-1.8	891	nt	nt	nt	-9%
Cc1cccc(N(Cc2cc3ccccc3[nH]c2=O)C(=O)c2cccs2)c1	-0.54	-0.098	-0.29	0.093	nt	nt	nt	i	0	778	0%	0.14	958	nt	nt	nt	-1%
O=C(Nc1cccc(-c2nc3ccccc3o2)c1)c1ccc(N2C(=O)C3C4C=CC(C4)C3C2=O)cc1 (centres undefined)	-0.34	-0.09	-0.19	0.36	-0.1%	i	5	i	17	772	-3%	-0.16	850	2.9	1.9	4.0	1%
COc1cccc(NC(=O)CSc2nncn2-c2ccccn2)c1	-1.2	-0.34	-0.44	0.34	0.0%	i	0	i	nt	nt	1%	-0.69	1404	6.0	2.9	7.1	15%
COC(=O)Cn1cc(C(=O)C2CC2)c2ccccc21	0.2	-0.23	0.47	0.49	-1.4%	i	1	i	13	696	6%	0.59	1335	1.5	2.7	19	11%
Cc1nn(C)cc1C1C(C#N)=C(N)N(c2ccc(F)c([N+](=O)[O-])c2)C2=C1C(=O)CCC2 (centres undefined)	-1.1	-0.31	-0.91	1.1	1.3%	i	1	i	-9	713	10%	-0.15	1206	1.9	3.3	4.1	22%
O=c1cc2c(nn1Cc1ccc(Cl)cc1Cl)-c1ccccc1CC2	-0.48	-0.15	-0.35	0.72	-1.5%	i	-7	i	7	796	8%	-0.24	889	1.6	1.7	14	2%
Cc1nc(NC(=O)/C=C/c2ccccc2)n[nH]1	-1.1	-0.13	-0.84	0.54	1.0%	i	-2	i	?	nt	14%	1.1	1273	5.2	1.9	2.8	2%
CCCNc1nc(Cl)nc(NCc2cccnc2)n1	-0.049	-0.22	0.36	-0.27	nt	nt	nt	i	-1	653	3%	-0.45	1047	nt	nt	nt	-7%
COCCN(CCOC)C(=O)c1sc2nc(-c3ccccc3)cn2c1C	0.97	-0.15	0.69	0.14	nt	i	-3	i	27	673	8%	1.1	1236	1.6	2.4	5.8	4%
c1ccc(-c2ccnc3ncnn23)nc1	3.5	-0.18	1.5	-1.1	1.2%	i	12	i	5	716	6%	0.32	1472	1.4	2.2	9.2	4%
OC(COCc1ccc2c(c1)OCO2)CN1CCC(Cc2ccccc2)CC1 (centres undefined)	0.41	-0.28	0.71	-0.83	-1.9%	i	7	i	2	687	3%	-0.65	1504	6.6	2.3	4.7	5%

Compound activity deposited in PubChem BioAssay by several laboratories.

No enrichment for hits; any-hit rate near 3.5%.
